# Assay outcomes as filed in PubChem BioAssay.
# GAA850 FXN act = frataxin GAA850 promoter activation; HEK293 lucGAA850 FXN promoter luciferase reporter, 24 h; percent of 10 µM SAHA response; activation, % at 6 µM; 360,000 compounds, 0.56% hits; AID 540364;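 active means activation above the average of all compounds screened plus 3 SD, cutoff fixed separately per campaign, cut at about 7.5% in these data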;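 further: 0% = DMSO wells and 100% = 10 µM SAHA wells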
# ADAM17 inh = inhibits human ADAM17; inhibition, % at 6.95 µM; P78536; 370,000 compounds, 0.83% hits; recombinant ADAM17, EDANS/DABCYL FRET peptide cleavage;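 active means inhibition above the mean of compounds lying between control limits plus 3 SD, set per campaign, cut at about 8.5% in these data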;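 further: 0% = DMSO-only wells as the low control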
# NPR1 activator = GC-A (human) enzyme activation. P16066. HEK293 GC-A cells, cGMP TR-FRET, EC30 ANP; 0% at EC30 ANP, 100% saturating ANP. activation, % at 10 µM. 370,000 compounds, 0.14% hits; in the data active means activation above about 40%
# ssDAF-12 act = S. stercoralis DAF-12 activation, primary screen. HEK293 ssDAF-12/GRIP1 lit1-tk-luc reporter, luminescence; % of 3 µM dafachronic acid response. activation, % at 6.8 µM. 370,000 compounds, 1% hits. AID 652126;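 active means activation above the mean over all tested compounds plus 3 SD, cut at about 0.9% in these data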;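 further: 0% = DMSO-only wells and 100% = 3 µM delta7-dafachronic acid wells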
# PG9 binder = small molecules binding HIV-1 gp120 antibody PG9. 360,000 compounds, 0.43% hits. AID 624416. TR-FRET gp120-PG9 antibody binding. inhibition, % at 6.7 µM; in the data active means inhibition above about 8.5%
# hcDAF-12 act = activates DAF-12 receptor from parasite H. contortus. HEK293 hcDAF-12 lit1-tk-luc reporter, luminescence; 0% DMSO, 100% Δ7-dafachronic acid. activation, % at 6.8 µM. 370,000 compounds, 1.4% hits. AID 652067;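 active means activation above the mean of all tested compounds plus 3 SD, cut at about 5.5% in these data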;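 further: 100% = response to 3 µM Δ7-dafachronic acid high control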
# hgDAF-12 ag = hgDAF-12 agonism, primary luciferase screen. HEK293 GAL4-hgDAF12 UAS-luciferase reporter, agonist luminescence; normalized to butyrate control. activation, % at 6.8 µM. 370,000 compounds, 1.8% hits. AID 687014;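 active means activation above a cutoff set at the mean of all screened compounds plus 3 SD, cut at about 10% in these data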;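 further: 0% = DMSO wells and 100% = sodium butyrate wells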
# SMARCA2 act = increases SMARCA2 function in MMTV reporter cells. activation, % at 9.1 µM. 370,000 compounds, 1% hits. MG213 cells, MMTV-luciferase reporter, dexamethasone, overnight. AID 652017; in the data active means activation above about 7.8%;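 further: 0% = vehicle wells and 100% = reference activator wells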
# DAX1 inh-1 = inhibitors of human orphan nuclear receptor DAX1 (NR0B1) | AID 504766 | 340,000 compounds, 0.99% hits | inhibition, % at 6.75 µM | P51843 | HEK293 Gal4-DAX1 luciferase reporter, luminescence;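 active means inhibition above the mean over all tested compounds plus 3 SD, cut at about 4.2% in these data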;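 further: 0% = DAX1-transfected cells with DMSO and 100% = empty-vector control cells with DMSO; inhibition shows as a rise in luminescence from relieved DAX1 repression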
# Target sequence (P51843 207-470 limits assumed): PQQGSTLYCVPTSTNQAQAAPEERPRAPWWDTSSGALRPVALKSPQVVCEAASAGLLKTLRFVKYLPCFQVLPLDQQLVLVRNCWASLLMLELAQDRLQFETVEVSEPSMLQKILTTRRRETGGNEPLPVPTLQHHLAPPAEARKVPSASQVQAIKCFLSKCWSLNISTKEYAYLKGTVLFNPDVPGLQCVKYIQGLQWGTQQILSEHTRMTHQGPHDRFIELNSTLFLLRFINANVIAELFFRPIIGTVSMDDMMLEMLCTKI
# ADAM10 inh = inhibits human ADAM10. O14672. recombinant ADAM10, EDANS/DABCYL FRET peptide cleavage, 3 h. inhibition, % at 7 µM. 370,000 compounds, 0.62% hits;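 active means inhibition above a per-campaign cutoff equal to the mean of compounds falling between control-based bounds plus 3 SD, cut at about 20% in these data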;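 further: 0% = DMSO wells while the 100% control is not disclosed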
# Target sequence (O14672 214-748 limits assumed): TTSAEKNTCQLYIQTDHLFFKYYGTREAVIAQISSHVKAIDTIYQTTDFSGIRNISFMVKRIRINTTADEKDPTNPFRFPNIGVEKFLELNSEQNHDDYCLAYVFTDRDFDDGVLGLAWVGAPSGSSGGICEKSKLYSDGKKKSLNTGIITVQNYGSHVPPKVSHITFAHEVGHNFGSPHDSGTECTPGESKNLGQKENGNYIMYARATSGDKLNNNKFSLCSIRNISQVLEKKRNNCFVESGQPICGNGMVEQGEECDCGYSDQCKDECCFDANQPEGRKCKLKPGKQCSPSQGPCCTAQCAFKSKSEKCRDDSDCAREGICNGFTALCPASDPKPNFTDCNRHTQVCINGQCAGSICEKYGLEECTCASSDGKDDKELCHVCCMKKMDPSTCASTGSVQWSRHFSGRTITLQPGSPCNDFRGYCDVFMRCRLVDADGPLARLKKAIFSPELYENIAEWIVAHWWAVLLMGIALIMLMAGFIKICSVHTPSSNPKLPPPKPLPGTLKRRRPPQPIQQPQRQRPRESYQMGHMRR
# DAX1 inh-2 = inhibitors of DAX1 repression of SF-1 activated StAR promoter; HEK293T StAR-luciferase reporter, SF-1/DAX-1 repression relief; inhibition, % at 6.8 µM; 370,000 compounds, 1.1% hits; AID 652010;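 active means inhibition above the mean over all tested compounds plus 3 SD, cut at about 3.6% in these data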;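 further: 0% = DAX-1 cells with DMSO and 100% = cells lacking DAX-1 with DMSO; higher inhibition means more luminescence from relief of DAX-1 repression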
# Numbers without * were called inactive; i = inactive; . = not tested or not shown.
SMILES,GAA850 FXN act,ADAM17 inh,NPR1 activator,ssDAF-12 act,PG9 binder,hcDAF-12 act,hgDAF-12 ag,SMARCA2 act,DAX1 inh-1,ADAM10 inh,DAX1 inh-2
Cc1ccc(C(=O)NC2CCCc3c2cnn3-c2ccc(F)cc2F)cn1 (centres undefined),-1.7,0,2,-2.2,0.9,-4.0,-7.4,-4,-3.6,3,-8.6
CCCCCCCC(=O)OCC(=O)[C@@]1(O)CC[C@H]2[C@@H]3CCC4=CC(=O)CC[C@]4(C)[C@H]3[C@@H](O)C[C@@]21C,4.3,4,0,-1.1,-0.5,0.1,-1.3,-3,0.3,16,1.1
C[C@H]1C(=O)N(C)CCN1C(=O)c1ccccc1OC1CCN(S(C)(=O)=O)CC1,1.3,-2,-3,-0.8,0.8,-1.5,0.7,-2,1.3,-3,-0.4
CCOc1ccccc1CNC(=O)CCCc1cn(C)c2ccccc12,-0.7,2,-7,-2.0,0.3,-2.1,0.0,-3,0.2,4,0.1
Cc1cc(C(=O)OCC(=O)N2C(C)CCCC2C)c(C)o1 (centres undefined),0.5,-3,2,-1.3,-1.1,0.4,0.7,2,0.9,10,0.6
CC(C(=O)NC1CCCC1)n1c(C2CC2)nc2ccccc21 (centres undefined),.,-2,-2,-0.9,-2.2,2.1,-0.5,4,.,2,3.0
COc1ccccc1CNC(=O)/C(C#N)=C/c1ccc(OC)c(OC)c1OC,-0.5,1,13,-1.1,-2.4,-0.4,-1.5,-1,1.1,-3,-0.2
CC(C)c1ccc(CC(=O)N2CCC2(C)C(=O)Nc2ccc3c(c2)OCO3)cc1 (centres undefined),1.4,2,4,-1.5,-1.3,-0.6,-3.0,-3,.,-4,-2.6
Cc1ccccc1N1C(=O)C2C3C=CC(C2C1=O)N(C)C3=O (centres undefined),-0.7,-2,3,-0.5,-2.3,-1.0,-0.5,4,-0.8,3,0.1
Cc1ccc(Cn2cnc3sc4c(c3c2=O)CCC4)c(C)c1,0.9,-2,7,-1.6,-0.1,-1.6,-0.9,-2,0.4,7,-0.6
CCc1nc2ccc(C(=O)NCCc3c[nH]c4ccccc34)cn2c1N(C=O)CCC(C)C,-3.4,-2,1,-0.5,-1.6,0.3,2.5,-2,.,-11,2.3
Cc1cccc(C(=O)NC(=S)N(C)C2CCCCC2)c1,1.7,-8,1,-0.2,0.2,0.2,3.5,0,1.1,-2,-0.7
CC1C(=O)N(Cc2ccc([N+](=O)[O-])cc2)c2ccccc2N1C(=O)c1c(F)cccc1F (centres undefined),3.3,1,-12,-1.2,0.5,-2.0,1.8,-2,-0.6,6,-0.6
O=S(=O)(NC1CCCC1)c1ccc(F)cc1F,1.5,-2,4,-1.3,-0.9,0.0,-1.2,-1,1.9,-10,0.0
CC(C)[C@H](N)C(=O)OCC(CO)OCn1cnc2c(=O)[nH]c(N)nc21 (some centres undefined),.,3,10,-1.1,.,-0.4,1.8,-6,.,3,-0.1
CCCCCCC(=O)N1CCCC(c2nc(-c3cccc(OC)c3)no2)C1 (centres undefined),4.0,-1,-1,-1.5,-0.7,-1.6,-1.0,-2,2.5,3,0.0
Cc1ccc(NC(=O)C2CCCN(C(=O)c3ccc(Cl)cc3)C2)cc1C (centres undefined),6.0,2,-1,-0.8,0.7,1.1,7.0,0,4.0,4,1.2
NS(=O)(=O)c1cccc(NC(=O)COC(=O)CCCc2c[nH]c3ccccc23)c1,-0.5,-2,-2,0.0,0.2,2.5,2.3,0,-0.2,3,1.2
FC(F)(F)c1ccc(CN2C[C@@H]3C(c4ccccc4)C4(c5cccnc5)CC3(C4)[C@H]2c2ccccc2)cc1 (some centres undefined),-2.5,-3,-7,-0.4,-0.6,0.4,2.5,-1,2.0,-2,0.2
O=c1cc(-c2ccc(O)c(-c3c(O)cc(O)c4c(=O)cc(-c5ccc(O)cc5)oc34)c2)oc2cc(O)cc(O)c12,0.0,6,5,-1.5,-0.1,-1.9,1.5,0,-0.2,14,-0.3
CCOC(=O)N1CCN(C(=O)c2ccc(N(Cc3ccccc3Cl)S(C)(=O)=O)cc2)CC1,0.4,-5,3,-1.1,-0.3,-3.7,-0.4,-2,-1.5,-6,-0.4
CC(=O)Nc1nnc(CSCc2ccccc2F)s1,0.7,-7,2,-0.7,-1.3,2.5,0.2,-3,3.5,5,0.1
CCN(CC)C(=S)SC1=CCS(=O)(=O)C1,0.7,1,0,-0.7,0.7,-2.2,-0.1,-1,.,-5,-0.7
CCOC(=O)C1CCN(C(=O)COc2ccc([N+](=O)[O-])cc2)CC1,0.5,-2,4,-1.0,-1.8,0.1,-6.8,-3,1.3,-5,0.1
COc1ccccc1N1CC(C(=O)OCC(=O)Nc2cc(C)on2)CC1=O (centres undefined),0.0,-2,0,-1.3,2.0,-0.6,-0.6,-2,0.1,-8,0.2
# New compounds follow
SMILES,GAA850 FXN act,ADAM17 inh,NPR1 activator,ssDAF-12 act,PG9 binder,hcDAF-12 act,hgDAF-12 ag,SMARCA2 act,DAX1 inh-1,ADAM10 inh,DAX1 inh-2
COCc1[nH]nc2c1C(c1ccc(Br)cc1)N(Cc1ccccc1)C2=O (centres undefined),.,1,-5,-1.3,0.0,-0.4,-1.4,2,.,4,-0.2
c1ccc2[nH]c(CSc3nc4ccccc4o3)nc2c1,3.2,-34,0,-0.1,-0.3,1.6,3.7,0,-0.8,-90,-0.1
Cc1noc(C)c1S(=O)(=O)N(C)C[C@H]1Oc2c(NC(=O)Nc3ccccc3)cccc2C(=O)N([C@H](C)CO)C[C@@H]1C,-3.6,-6,-4,-0.6,0.4,-2.1,0.3,1,0.4,-6,-0.3
NC(=O)c1nsc(C(=O)N(c2cccc(F)c2)C(C(=O)NCC2CCCO2)c2ccc3ncccc3c2)c1N (centres undefined),-1.4,-316,-28,-1.0,-2.5,-0.9,-2.2,-3,-1.4,i,-0.6
O=C(Nc1ccc(S(=O)(=O)NC2=NCCCCC2)cc1)c1ccc(Cl)c([N+](=O)[O-])c1,-0.7,3,3,-1.5,0.7,-1.1,-2.9,3,0.9,-8,-2.6
CCOC(=O)c1ccc(NC(=S)NCCc2ccc(OC)c(OC)c2)cc1,-1.8,-1,10,-2.1,-1.1,-2.4,-0.4,-5,-0.8,3,-0.9
COc1ccc(CN(CC(=O)NCc2ccc(F)cc2)C(=O)CCC(=O)Nc2cc(C)ccn2)cc1,1.4,2,-8,-1.4,-2.0,-0.2,-0.7,-3,-0.9,-2,-0.3
CCCCn1ccnc1C(=O)c1cc(S(=O)(=O)N2CCOCC2)ccc1C,-3.8,-3,-1,-2.0,2.0,-3.7,-3.8,-5,-2.1,2,-1.3
O=C(N/N=C/C(Br)=C\c1ccccc1)c1n[nH]c2c1CCC2,17*,-1,-7,1.9*,0.6,4.6,0.9,8.4*,-0.8,1,4.7*
Cc1ccccc1/C=N/n1c(C2CCCCC2)n[nH]c1=S,1.2,-3,0,-1.5,1.6,0.4,-0.1,-2,1.1,-6,0.1
O=C1[C@H]2[C@@H](c3ccc(C(F)(F)F)cc3)N[C@]3(CCCN(CC4CCCCC4)C3=O)[C@H]2C(=O)N1Cc1ccccc1,-4.4,8,3,-1.1,-0.8,-1.5,-1.5,-3,0.7,12,1.8
COc1cccc(OC)c1NC(=O)Cc1nn(C)c(=O)c2ccccc12,1.1,-1,-2,-1.6,-2.7,1.3,-1.9,-1,-1.1,-5,-1.2
Cc1c(CNCc2cccs2)c(C(=O)O)c(C)n1Cc1ccccc1,-1.6,-7,-5,-1.5,-0.1,-2.5,-1.7,1,-0.9,-10,0.5
COc1cccc(CNC(=O)c2ccc(NC3=NC4CS(=O)(=O)CC4S3)cc2)c1 (centres undefined),0.2,-3,0,-0.8,0.2,-2.5,4.0,1,0.4,-3,0.1
O=C(CNC(=O)N1CC(=O)Nc2ccccc21)Nc1ccc(Br)cc1F,-0.1,1,2,-0.7,-0.4,-1.3,0.8,-1,0.5,-20,1.8
Nc1ccccc1NC(=O)CCn1c(=S)[nH]c2ccccc2c1=O,2.3,0,-4,-0.8,-1.1,0.0,1.9,1,0.4,3,-0.1
O=C(CN(Cc1ccccc1Cl)C(=O)c1csnn1)NCCc1ccccc1,1.3,-2,-6,-1.5,-2.7,-0.1,3.1,-1,0.4,-1,-0.5
NC(=O)c1ccc[n+](CC(=O)OCCC23CC4CC(CC(C4)C2)C3)c1,-0.4,0,-2,-1.0,-2.6,-2.4,-0.6,-1,0.8,-1,0.4
COCCOC(=O)C1=C(C)NC(=O)NC1c1ccc(-c2cc(Cl)ccc2Cl)o1 (centres undefined),2.7,-1,-17,-1.4,1.1,-2.7,-0.6,1,.,-6,-0.6
COc1ccccc1-c1nn2c(-c3ccco3)nnc2s1,6.1,-13,4,-0.1,6.4,1.9,7.9,15*,5.9*,-23,2.9
CCC1(CC)C(=O)NN(c2ccccc2)C1=O,-1.9,-2,-2,-1.4,1.3,-0.5,0.0,0,0.7,-4,0.0
CN(CC(=O)Nc1cccc(F)c1)CC(=O)Nc1cccc(S(N)(=O)=O)c1,2.0,2,1,-1.1,-1.8,-2.4,-3.1,-2,2.0,9,0.0
CC(C)(C)NC(=O)C(c1ccco1)N(Cc1ccc(F)cc1)C(=O)c1snc(C(N)=O)c1N (centres undefined),-2.1,-39,-3,-1.1,1.1,0.2,-1.8,-4,-0.3,-107,-0.1
C=CCOc1c(Br)cc(/C=N/Nc2ccc(C(=O)O)cc2)cc1OCC,5.5,0,-1,-0.6,-2.2,4.3,12*,5,1.0,-10,7.3*
Cc1cc(/C=C2\Cc3ccccc3C2=O)c(C)n1-c1ccccc1,-11,-12,1,0.7,0.7,9.0*,8.0,-4,-0.8,-44,1.3
C[C@H]1[C@@H](NC(=O)C2CCOC2)CC[C@@]23CCCN2C(=O)CCC[C@@H]13 (some centres undefined),.,3,4,-1.5,.,-2.2,-2.4,.,.,8,.

# An excerpt of these results, as labelled records:
structure: CC1C(=O)N(Cc2ccc([N+](=O)[O-])cc2)c2ccccc2N1C(=O)c1c(F)cccc1F (centres undefined)
  GAA850 FXN act: 3.3
  ADAM17 inh: 1
  NPR1 activator: -12
  ssDAF-12 act: -1.2
  PG9 binder: 0.5
  hcDAF-12 act: -2.0
  hgDAF-12 ag: 1.8
  SMARCA2 act: -2
  DAX1 inh-1: -0.6
  ADAM10 inh: 6
  DAX1 inh-2: -0.6

structure: O=S(=O)(NC1CCCC1)c1ccc(F)cc1F
  GAA850 FXN act: 1.5
  ADAM17 inh: -2
  NPR1 activator: 4
  ssDAF-12 act: -1.3
  PG9 binder: -0.9
  hcDAF-12 act: 0.0
  hgDAF-12 ag: -1.2
  SMARCA2 act: -1
  DAX1 inh-1: 1.9
  ADAM10 inh: -10
  DAX1 inh-2: 0.0

structure: CC(C)[C@H](N)C(=O)OCC(CO)OCn1cnc2c(=O)[nH]c(N)nc21 (some centres undefined)
  GAA850 FXN act: .
  ADAM17 inh: 3
  NPR1 activator: 10
  ssDAF-12 act: -1.1
  PG9 binder: .
  hcDAF-12 act: -0.4
  hgDAF-12 ag: 1.8
  SMARCA2 act: -6
  DAX1 inh-1: .
  ADAM10 inh: 3
  DAX1 inh-2: -0.1
